# PrPC TRFRET – reduces human prion protein on the cell surface; P04156; hit rate 0.43% among 370,000; cell surface PrPC, TR-FRET read-out; inhibition, % at 13.8 µM; in the data active = inhibition above about 24%; also: 0% = median of the test wells and 100% = reference compound wells
# BoNT A protease – inhibitors of Botulinum neurotoxin A light chain protease; multiplex microsphere protease substrate cleavage, flow cytometry; inhibition, % at 10 µM; hit rate 0.17% among 360,000; AID 588499; also: plate controls were buffer without enzyme for full effect and enzyme alone for no effect
# Y pestis TopoI – blocks Yersinia pestis topoisomerase I activity | Y. pestis Topo-I cleavage product accumulation, plate reader | activity, % at 10 µM | hit rate 0.064% among 360,000; in the data active = activity above about 50%, passing the limit was not always enough; inconclusive = no clear call, values can overlap the other calls; also: inactives centre near 2
# TcdB inh – TcdB glycohydrolase inhibition; TcdB glycohydrolase enzymatic assay, plate reader; inhibition, % at 9.99 µM; hit rate 0.24% among 350,000; in the data active = inhibition above about 10%
# CCHFV vOTU inh – CCHFV vOTU protease inhibition; inhibition, % at 11.5 µM; Pep-AMC fluorescence; hit rate 0.55% among 370,000; AID 651958; in the data active = inhibition above about 30%; also: 0% = vehicle wells with enzyme and 100% = no enzyme wells
# FadD28 binding – M. tuberculosis FadD28 bisubstrate binding inhibition. FadD28 bisubstrate probe binding, fluorescence polarization. inhibition, % at 12.5 µM. hit rate 0.22% among 360,000; in the data active = inhibition above about 8.5%, passing the limit was not always enough; inconclusive = no clear call, values can overlap the other calls
# Anthrax LF prot – blocks Bacillus anthracis lethal factor protease; P15917; multiplex microsphere protease cleavage assay, LF; inhibition, % at 10 µM; hit rate 0.12% among 360,000; also: plate controls were buffer without enzyme for full effect and enzyme alone for no effect
# Target sequence (P15917 whole entry, looked up): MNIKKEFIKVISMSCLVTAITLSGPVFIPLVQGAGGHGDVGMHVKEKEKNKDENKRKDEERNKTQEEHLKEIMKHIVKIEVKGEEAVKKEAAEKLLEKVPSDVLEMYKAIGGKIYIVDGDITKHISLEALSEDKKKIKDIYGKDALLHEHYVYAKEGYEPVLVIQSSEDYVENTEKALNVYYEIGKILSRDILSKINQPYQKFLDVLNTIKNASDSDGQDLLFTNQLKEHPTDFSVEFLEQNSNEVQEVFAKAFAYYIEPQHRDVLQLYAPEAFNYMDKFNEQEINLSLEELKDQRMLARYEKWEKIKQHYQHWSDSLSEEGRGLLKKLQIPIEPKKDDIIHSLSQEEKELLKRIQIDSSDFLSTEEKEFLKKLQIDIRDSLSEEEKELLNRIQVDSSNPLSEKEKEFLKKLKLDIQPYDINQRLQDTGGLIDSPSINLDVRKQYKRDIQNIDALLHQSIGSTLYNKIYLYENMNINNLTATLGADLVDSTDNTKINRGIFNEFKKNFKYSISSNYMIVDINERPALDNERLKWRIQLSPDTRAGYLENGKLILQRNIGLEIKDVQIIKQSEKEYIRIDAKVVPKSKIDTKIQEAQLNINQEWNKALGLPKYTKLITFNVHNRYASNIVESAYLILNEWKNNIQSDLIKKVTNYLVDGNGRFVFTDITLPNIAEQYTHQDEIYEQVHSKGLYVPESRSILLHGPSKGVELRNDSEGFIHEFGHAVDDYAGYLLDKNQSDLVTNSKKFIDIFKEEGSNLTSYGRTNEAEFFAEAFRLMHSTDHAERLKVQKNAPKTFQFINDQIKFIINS
# PfHsp40 rescue – rescue of PfHsp40-mediated yeast toxicity; S. cerevisiae expressing PfHsp40, growth rescue, ATP luminescence; growth rescue, % at 12.5 µM; hit rate 0.68% among 340,000; in the data active = growth rescue above about 28%, passing the limit was not always enough; inconclusive = no clear call, values can overlap the other calls;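 also: yeast W303a lacking pdr1 and pdr3 grown in galactose medium; growth measured after three days at 30 °C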
# BoNT-F LC inh – inhibitors of Botulinum neurotoxin F light chain protease. hit rate 0.22% among 360,000. inhibition, % at 10 µM. Multiplex microsphere protease cleavage assay, flow cytometry; in the data active = inhibition above about 35%, passing the limit was not always enough; inconclusive = no clear call, values can overlap the other calls; also: plate controls were buffer without enzyme for full effect and enzyme alone for no effect
# Starred values were filed as active, the others as inactive; ? = inconclusive; . = no result given. Rule as the data show it, unless noted: active = inhibition above about 30%; inconclusive = no clear call, values can overlap the other calls; inactive = below that.
SMILES,PrPC TRFRET,BoNT A protease,Y pestis TopoI,TcdB inh,CCHFV vOTU inh,FadD28 binding,Anthrax LF prot,PfHsp40 rescue,BoNT-F LC inh
COc1ccc(CCNC(=O)C2CCCN(S(=O)(=O)c3cc(C)ccc3OC)C2)cc1OC (stereo not given),-4,-1.1,17,2.2,7,-3.3,-2,0.7,0
Cc1ccc(N2C(=O)C3CCC(C)(C2=O)C3(C)C)cc1 (stereo not given),5,0.6,3,1.3,-3,-1.6,-3,0.6,1
CCc1ccc(NC(=O)C2CCCN(S(=O)(=O)c3ccc4c(c3)CCCN4C(C)=O)C2)cc1 (stereo not given),25*,-0.6,28,-0.5,-11,-4.8,-2,0.4,5
O=C(O)CCN1C(=O)/C(=C2\C(=O)N(Cc3ccccc3Cl)c3ccccc32)SC1=S,-8,2.2,-7,-7.0,-15,0.1,-3,-1.2,-9
Cc1noc(C)c1CCC(=O)NC1CCCN(Cc2ccc(CC(C)C)cc2)C1 (stereo not given),10,-3.2,-6,-1.4,-11,-3.3,2,0.0,-2
Cc1ccnc(SCc2ccc(C(=O)O)cc2)n1,-2,1.3,0,-0.6,7,-0.7,-1,-2.2,16
COc1ccc2[nH]c(=O)c(CN(C(=O)COc3ccccc3)C(C)C)cc2c1,-5,0.1,18,.,4,-1.7,-2,-0.5,1
Cc1ccc(C(=O)n2c(-c3ccccc3)cnc2SCC(=O)Nc2ccc(C)cc2C)cc1,1,-0.5,0,2.8,-1,2.3,-1,3.7,-4
COc1ccc(-c2cn3cc(Cl)ccc3n2)cc1OC,10,-0.8,4,9.1,-62,-1.3,-2,1.9,-13
CCCCC(C)n1[nH]c(=O)cc1N (stereo not given),-12,-0.2,-6,.,-11,-3.1,-2,0.0,-7
CC1Sc2ccccc2N(Cc2ccccc2)C1=O (stereo not given),6,-0.5,13,2.3,1,-1.4,-8,.,-14
CC1(C(=O)NS(=O)(=O)C2CC2)CCN(C(=O)c2ccc(F)c(Cl)c2)C1 (stereo not given),5,-0.3,1,0.9,-5,-1.0,-3,.,3
Cc1cnc(C(=O)Nc2ccc(C(=O)N3CCCCC3)cc2)cn1,1,0.6,1,.,4,-0.6,-3,-1.6,-10
COc1ccc(S(=O)(=O)N2CCCOC2CNC(=O)C(=O)NCc2ccncc2)cc1 (stereo not given),1,-3.3,3,0.2,6,-0.1,-1,-1.9,-6
CCOc1ccc(S(=O)(=O)Nc2nc3ccccc3nc2-n2ccc(=NC(=O)c3cccs3)cc2)cc1,15,1.2,46,0.8,-14,0.7,-2,0.5,5
Cc1cc(Br)ccc1Nc1nc(N)nc(N)c1N=O,-19,-0.8,-10,1.0,17,-1.7,0,-0.2,-4
O=C(N/N=C/c1ccncc1)c1cc([N+](=O)[O-])cc([N+](=O)[O-])c1O,-14,-1.4,-8,.,12,5.5,-3,1.2,3
Cc1cc2nccc(-c3ccco3)n2n1,4,1.0,0,.,-8,-3.8,-1,1.0,-3
Cn1c(CO)cnc1S(=O)(=O)Cc1ccc(Cl)cc1,0,-0.1,4,0.2,-8,-3.7,-3,0.2,-1
O=C(NCc1ccco1)c1cnn2c1NC(c1ccccc1)CC2C(F)(F)F (stereo not given),-2,-0.5,3,.,0,-4.4,-3,-0.5,-1
Cn1c(=O)cc(SCC(=O)N2CCC3(CC2)OCCO3)c2ccc(Cl)cc21,-2,1.8,18,.,-16,-3.2,13,-0.5,7
C=CCn1c(O)c(N=NC(=O)C(O)c2ccccc2)c2ccccc21 (stereo not given),-33,-0.1,-7,-0.8,13,-2.1,-6,0.3,-9
Cn1c(=O)c2cc(NC(=O)CCc3ccccc3)ccc2n1-c1ccccc1F,8,-0.1,20,0.5,-68,-1.2,5,.,2
Cc1cc(NS(=O)(=O)c2ccc(NC(=O)CCCOc3ccccc3)cc2)no1,-2,0.2,6,.,-11,-4.5,-3,2.0,2

# Part of the list above, with tabs:
mol	PrPC TRFRET	BoNT A protease	Y pestis TopoI	TcdB inh	CCHFV vOTU inh	FadD28 binding	Anthrax LF prot	PfHsp40 rescue	BoNT-F LC inh
Cc1cc(Br)ccc1Nc1nc(N)nc(N)c1N=O	-19	-0.8	-10	1.0	17	-1.7	0	-0.2	-4
O=C(N/N=C/c1ccncc1)c1cc([N+](=O)[O-])cc([N+](=O)[O-])c1O	-14	-1.4	-8	.	12	5.5	-3	1.2	3
CCCCC(C)n1[nH]c(=O)cc1N (stereo not given)	-12	-0.2	-6	.	-11	-3.1	-2	0.0	-7
COc1ccc(S(=O)(=O)N2CCCOC2CNC(=O)C(=O)NCc2ccncc2)cc1 (stereo not given)	1	-3.3	3	0.2	6	-0.1	-1	-1.9	-6
Cc1ccc(C(=O)n2c(-c3ccccc3)cnc2SCC(=O)Nc2ccc(C)cc2C)cc1	1	-0.5	0	2.8	-1	2.3	-1	3.7	-4
Cc1noc(C)c1CCC(=O)NC1CCCN(Cc2ccc(CC(C)C)cc2)C1 (stereo not given)	10	-3.2	-6	-1.4	-11	-3.3	2	0.0	-2
Cc1ccnc(SCc2ccc(C(=O)O)cc2)n1	-2	1.3	0	-0.6	7	-0.7	-1	-2.2	16

# More structures:
SMILES,PrPC TRFRET,BoNT A protease,Y pestis TopoI,TcdB inh,CCHFV vOTU inh,FadD28 binding,Anthrax LF prot,PfHsp40 rescue,BoNT-F LC inh
Cc1nnnn1/C(=C\c1ccccc1)C(=O)OCC(=O)N(C)C1CCS(=O)(=O)C1 (stereo not given),.,-1.7,1,.,.,-1.1,-8,0.3,-13
CC(=O)Nc1cccc(Oc2nc(NCCN(C)C)nc3ccsc23)c1,-4,0.0,-6,-0.4,-6,-0.9,-1,.,1
O=C(NC1CCCCC1)C(c1ccco1)N(Cc1cccnc1)C(=O)C1COc2ccccc2O1 (stereo not given),-8,-1.1,16,.,0,2.1,-5,-1.0,-10
CN(C(=O)c1cccc(NC(=O)Cc2cccc(NC(=O)C3CCCN(C(=O)C4CCC4)C3)c2)c1)C1CCC1 (stereo not given),2,-0.1,10,-3.4,13,1.7,-5,-0.2,3
CCCc1cnc(Nc2nc(C(N)Cc3ccc(OC)cc3)cs2)nc1 (stereo not given),-14,-0.1,14,2.4,1,-3.2,-7,.,-12
COC(=O)c1c(NC(=O)CN2C(=O)NC(CCc3ccccc3)C2=O)sc2c1CCCCC2 (stereo not given),-7,-0.7,37,.,3,2.4,-1,-2.2,-9
CC12CCC(C/C1=N/O)C2(C)C (stereo not given),-4,-0.5,-3,1.1,11,-2.9,9,-1.0,-2
CCOC(=O)C1=C(COc2ccccc2)NC(=O)NC1c1ccc(Br)cc1 (stereo not given),-5,0.2,12,1.5,3,-1.7,7,1.7,-7
CCCn1c(=O)c(C(=O)NCc2ccc(OC)c(OC)c2)c(O)c2ccccc21,-3,-0.3,49,.,13,-3.3,3,334*,-1
COc1ccc(-c2cc(C(=O)Nc3c(C)n(C)n(-c4ccccc4)c3=O)no2)cc1,-2,-0.8,-8,0.9,9,1.1,-4,-0.7,-24
Cc1ccc(NC(=O)N2CCOCC2)cc1NC(=O)N1CCOCC1,-1,0.1,12,-0.4,-4,-0.7,-1,.,0
CCN(C(=O)c1c(-c2ccccc2)noc1C)c1ccccc1,5,-0.9,0,.,-13,-3.6,-7,-0.5,-6
Cc1nc(C(F)(F)F)c(C(=O)O)cc1-c1nc(-c2ccccc2)cs1,11,-6.0,-2,0.8,-1,-2.2,6,1.1,-27
COC(=O)c1ccsc1NC(=O)c1ccc(Cl)s1,-2,-0.8,-2,0.2,-2,0.3,-8,0.8,-6
CS(=O)(=O)N(CC(=O)Nc1ccccc1Cl)c1ccc(Cl)cc1,3,0.7,-4,4.2,7,-3.7,4,1.3,-8
Nc1cc(C(=O)OCC(=O)N2CCOCC2)ccc1Cl,-1,0.0,1,1.1,17,-3.0,-1,5.5,2
c1cc(-c2nnc3sc(C4CCCCC4)nn23)ccn1,-2,-0.9,-6,.,-6,-1.8,-10,0.3,-14
O=C(N/N=C(\Cc1ncc[nH]1)c1ccccc1)c1cccnc1,7,0.0,-2,-1.6,-12,-1.5,-6,-1.3,-6
CC(C)C[C@H]1C(=O)N2CCC[C@H]2[C@]2(O)O[C@](NC(=O)[C@@H]3C=C4c5cccc6[nH]c(Br)c(c56)CC4N(C)C3)(C(C)C)C(=O)N12 (stereo not given in full),-21,1.4,7,0.6,11,-3.9,-13,6.2,1
Cc1ccc(NC(NC(=O)c2cccs2)C(Cl)(Cl)Cl)cc1C (stereo not given),8,1.1,-17,.,20,-5.3,-6,2.1,-9
O=C(COc1ccc(Br)cc1Cl)NC(=O)NCc1ccccc1,1,-0.4,19,-1.3,1,-5.0,-1,-0.7,6
Cc1ncoc1C(=O)Nc1cccc(Cl)c1C,-4,-3.5,3,.,-16,-0.4,-1,0.4,-2
CC1CN(S(=O)(=O)c2cccc(C(=O)NCc3ccco3)c2)CC(C)O1 (stereo not given),-7,0.3,3,1.4,7,-3.0,4,-1.4,0
CCOC(=O)N=Nc1c(O)n(C)c2ccccc12,-14,-0.8,-4,0.3,-8,0.9,-3,-0.3,-4

# Compound profiles, from the list above. Screens in order: PrPC TRFRET, BoNT A protease, Y pestis TopoI, TcdB inh, CCHFV vOTU inh, FadD28 binding, Anthrax LF prot, PfHsp40 rescue, BoNT-F LC inh
# CS(=O)(=O)N(CC(=O)Nc1ccccc1Cl)c1ccc(Cl)cc1 in the list: 3, 0.7, -4, 4.2, 7, -3.7, 4, 1.3, -8
# Cc1nc(C(F)(F)F)c(C(=O)O)cc1-c1nc(-c2ccccc2)cs1 in the list: 11, -6.0, -2, 0.8, -1, -2.2, 6, 1.1, -27

# (listing goes on)
SMILES,PrPC TRFRET,BoNT A protease,Y pestis TopoI,TcdB inh,CCHFV vOTU inh,FadD28 binding,Anthrax LF prot,PfHsp40 rescue,BoNT-F LC inh
O=C1/C(=C/c2cccnc2)SC(=S)N1Cc1ccco1,-3,0.0,-2,2.8,-7,-5.7,4,-1.6,3
CCN(CC)S(=O)(=O)N1CCC(C(=O)NCCN2CCOCC2)CC1,4,3.1,0,.,12,0.1,0,-0.4,3
O=C(O)C1CCCN(S(=O)(=O)c2ccc3c(c2)OCCO3)C1 (stereo not given),3,-0.8,2,0.9,-9,-0.7,1,-0.8,-7
Cc1csc2ncnc(N3CCN(C(=O)Nc4ccc(OC(F)(F)F)cc4)CC3)c12,8,0.2,13,-0.3,5,-2.8,-2,-0.4,6
COc1ccc(CCN(Cc2cc3cccc(C)c3[nH]c2=O)C(=O)NC2CCCCC2)cc1OC,-1,0.5,21,.,4,-1.0,1,7.5,-1
COCCCNC(=O)c1cc2c(-c3cccc(OC)c3)nn(C)c2s1,5,1.3,-6,1.5,-21,-7.4,5,1.6,-14
COc1ccc(NC(=O)C2CCCN(S(=O)(=O)c3cccc4nonc34)C2)cc1OC (stereo not given),3,0.0,2,-0.3,-3,0.7,6,0.4,3
COc1cc(-c2cc(C(=O)N3CCCCCC3)c3ccccc3n2)cc(OC)c1OC,-2,4.2,35,1.8,-10,-3.8,2,3.3,1
O=C1CC(=O)N(Cc2ccccc2)C(=O)N1,0,-0.2,1,-0.4,11,-0.1,-2,0.6,1
O=C(c1cccc(F)c1)N1CCN(S(=O)(=O)c2ccc(C(F)(F)F)cc2)CC1,-6,?,-11,.,-2,-3.1,0,-1.5,2
O=C(CCS(=O)(=O)c1ccc(Cl)cc1)NC1CCCC1,-2,0.2,3,0.5,-1,-0.1,-7,0.5,-3
CCCS(=O)(=O)NC(=O)C1(C)CCCN(C(=O)CSc2ccccc2)C1 (stereo not given),-1,-0.8,11,-0.7,-9,1.1,-6,.,-6
O=C(c1ccccc1)c1ccc(OC(=O)N2CCCC2)cc1,-17,0.3,12,.,4,-3.8,3,3.0,-10

# Screening data as filed in PubChem.
